# PP1 counter – PP1-alpha phosphatase inhibitors, primary screen, counter-screen for PP5 inhibitor project, biochemical, fluorescence, OMFP substrate, single point; Serine/threonine-protein phosphatase PP1-alpha catalytic subunit (Homo sapiens), P62136; inhibition, % at 6.7 µM; 320,000 tested, 0.9% active; purified PP1alpha;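 active = inhibition above the mean inhibition of all tested compounds plus 3 SD, computed separately for each screening campaign, cut at about 15% in these data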
# Target sequence (P62136 whole entry, looked up): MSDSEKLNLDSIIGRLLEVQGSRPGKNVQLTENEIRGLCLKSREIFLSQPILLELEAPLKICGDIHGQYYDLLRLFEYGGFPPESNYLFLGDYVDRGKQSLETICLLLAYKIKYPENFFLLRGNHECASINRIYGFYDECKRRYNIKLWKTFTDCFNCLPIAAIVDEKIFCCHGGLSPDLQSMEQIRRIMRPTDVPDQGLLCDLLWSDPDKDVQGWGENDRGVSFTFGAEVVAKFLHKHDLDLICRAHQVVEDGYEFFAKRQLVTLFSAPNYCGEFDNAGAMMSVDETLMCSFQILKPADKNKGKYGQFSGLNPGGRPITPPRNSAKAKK
# PREPL inh – PREPL enzyme inhibitors, primary screen, biochemical, fluorescence polarization; AID 2751, 2010; Prolyl endopeptidase-like (Homo sapiens), Q4J6C6; inhibition, % at 5.96 µM; 320,000 tested, 0.68% active; recombinant PREPL, fluorescence polarization activity-based probe; in the data active = inhibition above about 43%;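 also: 0% = enzyme with DMSO and 100% = wells lacking enzyme; many of its hits are not listed in these tables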
# PP5 primary – PP5 phosphatase inhibitors, primary screen, biochemical, fluorescence; Serine/threonine-protein phosphatase 5 (Homo sapiens), P53041; purified PP5c, OMFP substrate fluorescence; inhibition, % at 6.7 µM; 320,000 tested, 0.18% active;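 active = inhibition above the campaign's mean inhibition across all tested compounds plus 3 SD, cut at about 9.5% in these data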;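 also: 0% = DMSO only and 100% = 100 µM cantharidin control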
# Fh CTSL1 inh – Fasciola hepatica cathepsin L1 inhibitors, primary screen, counter-screen for PFM18AAP inhibitor project, biochemical, QFRET, fluorogenic peptide substrate; recombinant F. hepatica cathepsin L1, Z-Leu-Arg-MCA fluorescence; inhibition, % at 5.96 µM; 300,000 tested, 0.49% active;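 active = inhibition above the mean of all tested compounds plus 3 SD, set per screening campaign, cut at about 17% in these data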;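 also: 0% = plate median of test compound wells and 100% = 1 µM Z-Phe-Ala-diazomethylketone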
# GASC-1 inh – inhibitors of GASC-1 histone demethylase, primary screen, biochemical, fluorescence, DELFIA europium | Lysine-specific demethylase 4C (Homo sapiens), Q9H3R0 | GST-JMJD2C(1-420) H3K9me3 demethylation | inhibition, % at 2.35 µM | 330,000 tested, 0.069% active;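 active = more than half of a compound's replicate wells show inhibition beyond 50%, single wells judged on their own value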;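 also: signal counts dimethyl H3K9 product captured on neutravidin plate; 0% = median of DMSO wells and 100% = 0.3 times that DMSO median; strong numbers were not always called active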
# Target sequence (Q9H3R0 1-420 limits assumed): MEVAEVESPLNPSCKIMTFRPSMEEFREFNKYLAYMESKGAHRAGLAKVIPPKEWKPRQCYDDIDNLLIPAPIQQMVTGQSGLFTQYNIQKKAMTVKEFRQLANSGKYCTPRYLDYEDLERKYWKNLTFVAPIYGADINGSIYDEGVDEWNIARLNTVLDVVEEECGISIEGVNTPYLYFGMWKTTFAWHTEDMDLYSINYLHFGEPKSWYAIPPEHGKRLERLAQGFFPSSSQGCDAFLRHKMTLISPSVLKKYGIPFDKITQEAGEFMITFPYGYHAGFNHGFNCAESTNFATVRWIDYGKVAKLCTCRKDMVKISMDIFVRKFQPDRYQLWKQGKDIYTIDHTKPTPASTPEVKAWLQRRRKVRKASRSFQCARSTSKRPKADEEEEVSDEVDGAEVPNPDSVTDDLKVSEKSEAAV
# TPT1 inhibitor – Candida albicans TPT1 enzyme inhibitors, primary screen, biochemical, fluorescence polarization | tRNA 2'-phosphotransferase TPT1 (Candida albicans SC5314) | recombinant caTPT1, FP RNA substrate dephosphorylation | inhibition, % at 5 µM | 300,000 tested, 0.81% active | AID 1962, 2009;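 active = inhibition above the mean of all tested compounds plus 3 SD, set per screening campaign, cut at about 24% in these data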;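 also: plate controls were DMSO alone for no effect and ferristatin control at 100 nM for full effect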
# Efflux pump mplx – inhibitors of Candida efflux pumps in yeast, primary screen, S. cerevisiae, Nile Red, multiplex; S. cerevisiae Candida pump triplex; inhibition, % at 10 µM; 330,000 tested, 0.44% active;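 active = plate passing quality check with inhibition over a set limit, or well fluorescence over plate mean plus 4 SD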;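 also: Nile Red retained in pooled yeast measured as flow cytometry median fluorescence; 0% = buffer negative control and 100% = Enniatin B positive control; higher means more Nile Red kept so more efflux inhibition; some compounds called inactive have numbers as strong as hits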
# LYPLA2 counter – LYPLA2 inhibitors, primary screen, counter-screen for PME1 inhibitor project, biochemical, fluorescence polarization, FP-Rh probe ABPP | recombinant LYPLA2 | Acyl-protein thioesterase 2 (Homo sapiens), O95372 | AID 2177, 2009 | 320,000 tested, 0.38% active | inhibition, % at 5.9 µM;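 active = inhibition above the screen-wide mean plus 3 SD, limit set per campaign, cut at about 26% in these data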;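 also: 0% = LYPLA2 with DMSO and 100% = wells lacking LYPLA2 enzyme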
# Target sequence (O95372 whole entry, looked up): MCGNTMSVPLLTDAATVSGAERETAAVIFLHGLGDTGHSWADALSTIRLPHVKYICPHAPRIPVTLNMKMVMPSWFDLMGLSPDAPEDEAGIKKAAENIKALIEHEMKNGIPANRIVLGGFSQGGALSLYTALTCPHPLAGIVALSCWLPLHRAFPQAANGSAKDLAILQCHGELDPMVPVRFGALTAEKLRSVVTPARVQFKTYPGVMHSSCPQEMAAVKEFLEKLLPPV
# core dimer inh – inhibitors of HCV core protein dimerization, primary screen, biochemical, TR-FRET, high-throughput. 300,000 tested, 0.33% active. inhibition, % at 5 µM. AID 1899, 2009. TR-FRET GST/Flag-core106 dimerization, 1536-well;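 active = inhibition above the mean of all tested compounds plus 3 SD, set per screening campaign, cut at about 45% in these data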
#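 Assay system – GST-tagged and Flag-tagged HCV core protein residues 1-106 · Quantity – core106 proteins, GST 13.5 nM and Flag 17 nM · Benchmarks – unlabelled core106 and no-GST-core106 wells · Read-out basis – percent inhibition of core106 dimerization signal · Detection – time-resolved FRET, ex 340 nm, em 617 and 671 nm · Schedule – 4 h at 22.5 °C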
# The depositor's hits bear a star; nt = no result given; & = joins results of further samples. Some of the compounds tested, so the mix of outcomes need not match the whole.
SMILES,PP1 counter,PREPL inh,PP5 primary,Fh CTSL1 inh,GASC-1 inh,TPT1 inhibitor,Efflux pump mplx,LYPLA2 counter,core dimer inh
CCOC(=O)C(CCCCOc1cccc(CC)c1)C(=O)OCC,-2,0,-2.4,-1,5,3,0.2,1,-2
CCOc1ccccc1NC(=O)c1ccc2c(c1)C(=O)N(C(C)(C)C)C2=O,-2,5,3.5,0,6,3,0.2,-3,6
COc1ccc(C(CNC(=O)c2cc3ccccc3cc2OC)N2CCCC2)cc1 (stereo not given),-2,-82,1.1,2,-3,1,0.1,-1,1
CCN1CCN(CCn2c(=S)[nH]c3ccccc3c2=O)CC1,-4,12,-0.5,-2,19,-4,0.0,5,-4
COc1ccccc1C(=O)Oc1cc(C)[nH]c(=O)c1[N+](=O)[O-],-1,-2,0.3,5,4,0,0.0,1,0
O=C(CSc1nnc(CCCN2C(=O)c3cccc4cccc(c34)C2=O)n1-c1ccccc1)NCCCO,-2,15,4.8,0,0,1,0.2,6,-4
O=C(Cn1nnc2ccccc2c1=O)N[C@@H](Cc1c[nH]c2ccccc12)C(=O)O,-4,-1,4.2,2,4,0,0.2,6,-7
Cc1c(C)n(CCN(C)C)c2ncnc(NCc3ccccc3)c12,-4,13,-0.3,2,13,-3,-0.1,4,9
NC(=O)C1CCN(C(=O)c2ccc(F)c(S(=O)(=O)N3CCOCC3)c2)CC1,-1,-3,-0.7,nt,-1,nt,0.0,2,nt
O=C1CC(c2ccccc2)CC(O)=C1C=Nc1ccccc1 (stereo not given),0,-3,0.2,2,-2,-9,0.3,-1,3

# Looked up one by one from the list above, 5 records:
SMILES,PP1 counter,PREPL inh,PP5 primary,Fh CTSL1 inh,GASC-1 inh,TPT1 inhibitor,Efflux pump mplx,LYPLA2 counter,core dimer inh
CCN1CCN(CCn2c(=S)[nH]c3ccccc3c2=O)CC1,-4,12,-0.5,-2,19,-4,0.0,5,-4
COc1ccccc1C(=O)Oc1cc(C)[nH]c(=O)c1[N+](=O)[O-],-1,-2,0.3,5,4,0,0.0,1,0
Cc1c(C)n(CCN(C)C)c2ncnc(NCc3ccccc3)c12,-4,13,-0.3,2,13,-3,-0.1,4,9
O=C(CSc1nnc(CCCN2C(=O)c3cccc4cccc(c34)C2=O)n1-c1ccccc1)NCCCO,-2,15,4.8,0,0,1,0.2,6,-4
CCOc1ccccc1NC(=O)c1ccc2c(c1)C(=O)N(C(C)(C)C)C2=O,-2,5,3.5,0,6,3,0.2,-3,6

# The results go on:
SMILES,PP1 counter,PREPL inh,PP5 primary,Fh CTSL1 inh,GASC-1 inh,TPT1 inhibitor,Efflux pump mplx,LYPLA2 counter,core dimer inh
CC1=C(C(=O)Nc2ccccc2)C2(CCCCC2)C(C(N)=O)C(=S)N1 (stereo not given),0,6,-1.0,3,6,0,-0.4,4,5
CC(=O)NC(=S)Nc1ccc2oc(-c3cc(F)c(F)cc3Cl)nc2c1,-3,15,1.4,2,0,-6,-0.2,1,-2
CC(C)n1c(SCc2cc(=O)[nH]c3ccccc23)nc2c1c(=O)n(C)c(=O)n2C,-2,5,1.0,-1,7,3,0.0,-4,-4
CC(NCC1(N2CCOCC2)CCCCC1)C(=O)N1CCc2ccccc21 (stereo not given),-1,14,-0.9,-5,-4&17,0,0.2,-5,-4
Cc1ccc(S(=O)(=O)NNC2=NS(=O)(=O)c3ccccc32)c(C)c1,-3,8,-0.3,4,11,3,1.2,3,1
COc1ccc(NC(=O)CN(C)S(=O)(=O)c2cccs2)cc1,-1,12,0.2,0,6,-4,-0.1,-2,-4
CN(Cc1ccccc1)C(=O)CN1C(=O)c2ccccc2C1=O,-2,-5,1.1,1,2,-1,-0.1,8,5
CCOc1ncccc1C(=O)OCC(=O)N(CC)c1ccccc1,-3,0,-3.2,-8,4,2,-0.1,5,1
COc1cccc(/C=C2\Sc3ccc(C(=O)NCc4cccnc4)cc3N(C)C2=O)c1,4,7,3.8,3,39,-2,-0.2,4,-3
CN(C)C1=NC[C@H](Cc2ccccc2)N1CCCC1CCCCC1,-1,-6,-0.3,0,1,-2,0.1,-6,-1
O=C(COC(=O)CC1CC2CCC1C2)Nc1cc([N+](=O)[O-])ccc1F (stereo not given),2,4,1.8,-21,-17,-1,0.0,-1,-2
COc1cc([N+](=O)[O-])cc(/C=N/NC(=O)Cn2nccc2C)c1O,0,5,1.9,8,-1,-2,-0.1,3,-5
CCN(CC)S(=O)(=O)c1ccc(C(=O)NCc2cccs2)cc1,-5,-10,0.9,-1,9,-2,0.1,0,-2
O=C(COC(=O)C(O)C(O)C(=O)OCC(=O)c1ccc(C(F)(F)F)cc1)c1ccc(C(F)(F)F)cc1 (stereo not given),-5,-1,2.0,0,-2,-2,0.2,-1,4
CCn1nnc(NC(=O)C(C)Oc2ccc(Cl)cc2Cl)n1 (stereo not given),-3,-2,-0.2,-3,0,-1,-0.1,9,-1
CSc1nc(Sc2ccccc2Cl)c2ccccc2n1,-4,-5,1.5,-1,12,-2,-0.1,-10,22
COc1ccc(Cl)c(OC)c1C(=O)NC(=O)Nc1nc(C)nc(C)n1,-11,11,-9.5,10,-2,-4,-0.2,-6,-11
CCOc1ccc(C=NCC(O)c2ccccc2)cc1 (stereo not given),-4,-3,-2.8,3,7,-1,-0.1,-1,3
COC(=O)c1cc(CC(=O)c2ccc(O)cc2O)c(C)o1,-2,2,-0.3,8,-7,-2,0.1,0,-1
CCC(C)(C(=O)NC1CCCC1)N(C(C)=O)c1ccc(C)cc1 (stereo not given),1,11,1.6,0,-2,-3,-0.1,4,-4
CCCN=CC1=C(O)CC(c2ccccc2)CC1=O (stereo not given),-1,0,1.5,0,8,3,0.0,4,-4
CC(C)c1c(C(=O)N/N=C/c2cccnc2)nnn1-c1nonc1N,0,0,1.5,-4,-136,-2,-0.1,4,-4
COC(=O)c1cc2occc2n1Cc1nc(-c2ccc(Cl)cc2)oc1C,-8,-3,0.3,-2,-6,-5,0.0,-1,-15
COc1ccccc1NC(=O)COC(=O)c1cnccn1,-3,-7,-0.4,-13,-3,3,0.0,-7,6
COC(C[C@H]1O[C@@H]1[C@H](O)COCc1ccccc1)OC,2,21,-1.7,nt,6,nt,0.2,2,nt
Cc1ccc(NC(=O)C2CCC(CNC(=O)[C@@H]3Cc4ccccc4CN3)CC2)cc1 (stereo not given in full),-1,-7,-1.5,1,-26,0,0.0,4,2
CCOC(=O)c1ccc(N(C(=O)CNC(=O)c2ccco2)C(C(=O)NCC2CCCO2)c2ccc(OC)c(OC)c2)cc1 (stereo not given),-1,3,1.2,-2,-1,-4,-0.1,5,8
COC(=O)c1cc(-n2cccc2)ccc1N1CCOCC1,4,8,0.5,-7,-5,-1,0.7,-4,7
COc1ccc(N2CCN(C(=O)c3cc(N4C(=O)C5C6CCC(C6)C5C4=O)ccc3Cl)CC2)cc1 (stereo not given),1,22,-1.8,7,0,-4,1.6,5,6
COc1ccccc1-n1c(CNC(=O)c2ccc(S(=O)(=O)N3CCOCC3)cc2)n[nH]c1=S,-6,2,0.7,10,1,1,-0.1,-1,-4
COc1ccc(CCNC(=O)CSc2nnc(-c3ccccc3)o2)cc1OC,2,6,-1.5,-1,7,1,-0.1,1,-2
Cc1cccc(C(=O)Nc2ccc(O)cc2)c1,0,-3,-0.3,-4,1,-2,0.0,2,-1
COc1ccc(C(O)Cn2ccsc2=NC(C)=O)cc1 (stereo not given),1,5,0.5,2,-2,-6,-0.3,6,-13
COc1ccc(NC(=O)CN(C)C(=O)c2ccc(-c3ccccc3Cl)o2)cc1,-3,-14,-0.2,8,-7,-1,-0.1,4,5
CCOC(=O)c1sc2nc(NC(=O)COc3ccccc3)sc2c1C,3,4,2.9,-2,8,-2,0.0,-7,3
O=C(CN1CCN(S(=O)(=O)c2ccc(F)cc2)CC1)Nc1ccc(Cl)c(C(F)(F)F)c1,4,-1,6.9,-2,-12,-2,0.0,-15,3
CCNC(=O)N1CCOCC1,-7,4,-2.4,-9,-1,-2,0.0,2,-12
COc1cccc2c(Nc3ccccc3C)cc(C)nc12,-2,10,0.0,0,2,5,0.0,7,4
CS(=O)(=O)NCCOc1ccc(S(=O)(=O)N2CCCc3ccccc32)cc1,-3,19,-0.2,-1,-11,5,0.3,-5,-8
Cc1oc(C(=O)O)cc1CSCc1ccoc1C(=O)O,-5,-1,-0.9,-2,27,-5,-0.1,-5,-1
COc1cc2ncnc(NCCCN3CCOCC3)c2cc1OC,-7,-3,2.5,-2,21,1,0.1,-2,-4
O=C(CN1C(=O)COc2ccc(S(=O)(=O)N3CCOCC3)cc21)NCc1ccccn1,1,-9,0.5,-1,-1,2,-0.1,1,-1
COc1ccc(N2C(=O)CSC2c2ccccc2)cc1 (stereo not given),-2,-7,3.6,-6,-43,-2,-0.1,-1,0
CCOc1ccc(S(=O)(=O)Nc2ccc(C(=O)N3CCCC3)cc2)cc1,-13,3,0.6,5,9,-3,0.1,3,-4
NC(=O)c1ccccc1OCC(=O)Nc1cccnc1Cl,-3,11,-0.6,nt,6,nt,0.2,0,nt
CCn1c(=O)c([N+](=O)[O-])c(N2CCN(Cc3ccc4c(c3)OCO4)CC2)c2ccccc21,-2,18,10*,-1,-1,-2,0.2,1,9
O=Cc1c(N2CCCCCC2)nc2ccccn2c1=O,-2,4,0.7,1,-7,0,-0.2,1,-4

# One compound at a time, from the list above. Order of screens: PP1 counter, PREPL inh, PP5 primary, Fh CTSL1 inh, GASC-1 inh, TPT1 inhibitor, Efflux pump mplx, LYPLA2 counter, core dimer inh
# CCOc1ccc(S(=O)(=O)Nc2ccc(C(=O)N3CCCC3)cc2)cc1 is entered as -13, 3, 0.6, 5, 9, -3, 0.1, 3, -4
# CCn1c(=O)c([N+](=O)[O-])c(N2CCN(Cc3ccc4c(c3)OCO4)CC2)c2ccccc21 is entered as -2, 18, 10*, -1, -1, -2, 0.2, 1, 9

# High-throughput results: PubChem BioAssay, several laboratories
